GLD-1 RNA inh: GLD-1-TGE RNA interaction inhibition (C. elegans); Q17339; inhibition, % at 5.96 µM; 320,000 tested, 0.44% active; AID 2280; purified GLD-1 + fluorescein TGE RNA, fluorescence polarization;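 active = percent inhibition above a per-plate cutoff, the plate mean of test compounds plus 3 SD, cut at about 30% in these data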;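 also: 0% = DMSO wells with GLD-1 and probe and 100% = wells lacking GLD-1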
Target sequence (Q17339 whole entry, looked up): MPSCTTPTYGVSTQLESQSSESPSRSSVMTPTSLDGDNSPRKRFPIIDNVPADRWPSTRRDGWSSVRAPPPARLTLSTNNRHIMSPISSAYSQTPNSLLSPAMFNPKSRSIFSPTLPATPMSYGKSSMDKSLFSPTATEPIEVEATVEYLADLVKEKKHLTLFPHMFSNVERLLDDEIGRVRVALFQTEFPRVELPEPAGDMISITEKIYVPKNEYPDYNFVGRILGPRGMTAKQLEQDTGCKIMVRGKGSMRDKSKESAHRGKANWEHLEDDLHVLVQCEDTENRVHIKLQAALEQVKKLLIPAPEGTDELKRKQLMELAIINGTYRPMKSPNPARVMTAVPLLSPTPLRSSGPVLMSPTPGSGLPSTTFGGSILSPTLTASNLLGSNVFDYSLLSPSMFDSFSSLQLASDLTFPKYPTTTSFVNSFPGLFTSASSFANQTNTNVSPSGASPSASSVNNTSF
Yeast superoxide: lowers age-related superoxide in aged yeast cells | S. cerevisiae aged cells, superoxide DHE fluorescence; hits give low values | superoxide response (% of plate mean), % at 10 µM | 330,000 tested, 0.18% active;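 active = superoxide response under a set limit, about three screen SD below normal, cut at about 65% in these data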;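 also: yeast aged for seven days with compound at 30 °C before DHE staining; 100% = average MFI of all compound-treated wells on the plate with controls excluded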
AGP1-GFP MLPCN: modulators of TOR pathway AGP1-GFP in S. cerevisiae | S. cerevisiae AGP1-GFP multiplex flow cytometry, 3 h; GFP as percent of DMSO wells | GFP response vs DMSO, % at 10 µM | 320,000 tested, 0.02% active | AID 2066;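 active = GFP response relative to DMSO above a set limit, near screen average plus 3 SD, cut at about 150% in these data; inconclusive = fewer than 70 cells counted for the yeast strain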;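 also: median GFP channel fluorescence of the gated AGP1 strain per well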
CIT2 TOR yeast: alters CIT2-GFP fluorescence in TOR pathway yeast screen | S. cerevisiae CIT2-GFP strain, flow cytometry, 3 h; 100 means same as DMSO wells | GFP response vs DMSO, % at 10 µM | 320,000 tested, 0.065% active | AID 2029;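 active = GFP response relative to DMSO above a set limit, near the screen mean plus 3 SD, cut at about 150% in these data; inconclusive = Fewer than 70 cells measured for a yeast strain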;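 also: ratio of well median GFP fluorescence to mean of DMSO wells on the plate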
GRK2 aptamer HTS: human GRK2 inhibition via aptamer displacement; bead flow cytometry, FAM-aptamer displacement from GRK2; inhibition of aptamer binding, % at 10 µM; 330,000 tested, 0.59% active; AID 488847;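 active = inhibition of aptamer binding above 40%, roughly 3 SD of noise, on plates passing a quality check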;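 also: median bead fluorescence of bound FAM aptamer so fluorescent compounds give negative values; no value below 0 was filed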
Bcl-xL primary: inhibitors of human Bcl-xL; 320,000 tested, 0.7% active; inhibition, % at 10.9 µM; AID 2129; GST-Bcl-xL / FITC-Bim BH3 peptide fluorescence polarization;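 active = inhibition above the mean of all tested compounds plus 3 SD, cutoff set per campaign, cut at about 30% in these data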;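 also: 0% = DMSO wells and 100% = unlabeled Bim-BH3 peptide competitor; inhibitors lower millipolarization by displacing the labeled peptide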
Target sequence (Q07817 whole entry, looked up): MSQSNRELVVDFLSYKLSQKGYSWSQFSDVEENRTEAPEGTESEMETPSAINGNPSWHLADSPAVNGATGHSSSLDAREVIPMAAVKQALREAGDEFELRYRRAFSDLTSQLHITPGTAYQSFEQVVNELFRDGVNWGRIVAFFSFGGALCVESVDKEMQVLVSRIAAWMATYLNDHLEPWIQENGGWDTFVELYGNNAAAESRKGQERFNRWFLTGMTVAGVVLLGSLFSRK
VLA-4 inh: inhibition in a human VLA-4 binding assay; P13612; VLA-4 expressing cells, ligand binding flow cytometry; inhibition, % (about 7 µM as worked out from the volumes in the protocol); 330,000 tested, 0.2% active; AID 2557; in the data active = inhibition above about 50%
MCL1 BIM primary: disrupts human MCL1 binding to BIM-BH3 peptide; inhibition, % at 10.9 µM; GST-MCL1 / FITC-Bim-BH3 fluorescence polarization; 320,000 tested, 0.68% active; Q07820;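 active = inhibition above the mean inhibition of all tested compounds plus 3 SD, set per campaign, cut at about 40% in these data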;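 also: 0% = DMSO wells and 100% = unlabeled Bim-BH3 peptide control; higher means more loss of mP so more displacement of Bim peptide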
Target sequence (Q07820 whole entry, looked up): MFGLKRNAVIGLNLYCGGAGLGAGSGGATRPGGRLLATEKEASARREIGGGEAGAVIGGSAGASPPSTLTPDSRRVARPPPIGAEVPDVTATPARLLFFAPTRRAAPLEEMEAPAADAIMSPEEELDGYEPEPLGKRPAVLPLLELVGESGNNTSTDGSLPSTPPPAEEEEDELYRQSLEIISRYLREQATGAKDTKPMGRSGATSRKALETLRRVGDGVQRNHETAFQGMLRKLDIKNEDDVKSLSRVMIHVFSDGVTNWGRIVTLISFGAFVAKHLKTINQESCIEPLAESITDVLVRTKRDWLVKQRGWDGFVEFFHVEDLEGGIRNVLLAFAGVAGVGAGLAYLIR
MEX-5 binding: C. elegans MEX-5 TCR-2 RNA binding activity. Q9XUB2. MEX-5/FITC-TCR2 RNA binding, fluorescence polarization; hits give low values. activity score (negative = inhibition of binding), % at 10 µM. 300,000 tested, 0.38% active;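 active = inhibition past about -25% in most replicates, and total fluorescence under double the plate's negative control median, limit read from the data; inconclusive = replicates evenly split on the limit, or fluorescence at least double controls; inactive = too little inhibition in most replicates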;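 also: 0% = DMSO and -100% = 5 µM competing unlabeled TCR2 RNA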
* marks the source's active call; other numbers are inactive results; ? = inconclusive; / = no result given. No enrichment for hits; 2.1% or so of the library scored in one or more.

Sequence of screens – GLD-1 RNA inh	Bcl-xL primary	CIT2 TOR yeast	MEX-5 binding	GRK2 aptamer HTS	Yeast superoxide	VLA-4 inh	AGP1-GFP MLPCN	MCL1 BIM primary
CCCCCN(C(=O)CCC(=O)OC(C)C(=O)Nc1cccc(C#N)c1)c1c(N)n(CCCC)c(=O)[nH]c1=O (centres undefined)
→ 7	0	113	-0.7	0	88	4	112	-6
CCN(CC)c1ccc(NC(=O)C(C)C)cc1
→ 3	2	106	-0.3	0	82	3	107	5
O=C(CCCN1C(=O)C2CCCCN2C1=O)N1CCN(c2ccc([N+](=O)[O-])cc2)CC1 (centres undefined)
→ 7	-4	102	2.4	1	98	6	99	-5
COCCN1CCN(C(=O)c2cc(COc3ccc(F)cc3Cl)on2)CC1
→ 1	9	97	-0.3	0	81	7	104	5
COc1ccc(CCNC(=O)CC(Cc2ccc(C)cc2)C(=O)O)cc1OC (centres undefined)
→ 4	4	103	-0.7	7	100	19	95	7
Cc1oc2c(C)c3oc(=O)c4c(c3cc2c1C)CCCC4
→ 4	3	102	-2.6	1	114	-14	99	3
O=C(COC(=O)c1ccc(O)cc1)c1ccc(S(=O)(=O)N2CCCCC2)cc1
→ -2	-2	95	/	2	90	-1	99	-1
Cc1cc(C)nc(S/C=C/C(=O)c2ccccc2)n1
→ 0	8	89	0.5	0	94	21	96	11
Clc1ccc(CN2C3=NCCCN3c3ccccc32)cc1
→ -8	10	97	1.4	0	110	18	99	5
COc1ccc(C(=O)NC(Cc2c[nH]c3ccccc23)C(=O)O)cc1 (centres undefined)
→ 1	-1	106	0.7	0	97	-1	104	2

Additional records:
Sequence of screens – GLD-1 RNA inh	Bcl-xL primary	CIT2 TOR yeast	MEX-5 binding	GRK2 aptamer HTS	Yeast superoxide	VLA-4 inh	AGP1-GFP MLPCN	MCL1 BIM primary
Cc1ccc(S(=O)(=O)N2CCN(C(=O)C(F)(F)F)C2c2ccc(N(C)C)cc2)cc1 (centres undefined)
→ 0	2	105	-0.9	0	90	16	99	5
COc1ccc(-c2noc(=O)n2Cc2ccccc2F)cc1
→ 1	4	94	0.8	6	97	1	97	-4
O=C(CCN1C(=O)C2CC=CCC2C1=O)Nc1nc(-c2ccc(F)c(F)c2)cs1 (centres undefined)
→ 6	4	96	/	0	92	6	100	5
Cc1cc(C)c(NC(=S)N(CCN(C)C)Cc2cccs2)c(C)c1
→ 0	-3	104	1.0	0	100	3	108	-6
COc1ccc(C(=O)N2CCN(C(=O)CC(C)C)CC2)cc1OC
→ 2	4	91	1.2	0	94	-2	94	3
Fc1ccc(CN2CCCN(C(=S)Nc3ccc(F)cc3)CC2)cc1
→ 4	8	97	-0.8	0	111	3	98	5
CCOC(=O)c1c(C)n(CC(COC(C)=O)OC(C)=O)c2ccc(OC(C)=O)cc12 (centres undefined)
→ 2	2	100	-1.6	1	100	16	101	1
O=C(C1=C[C@@H](c2csc3ccccc23)C[C@@H](OCc2ccc(CO)cc2)O1)N1CCN(Cc2ccccc2)CC1
→ 7	7	81	3.9	0	110	7	79	14
CC(=O)N=c1sccn1CC(=O)c1ccc([N+](=O)[O-])cc1
→ 0	0	?	6.0	0	99	/	?	-2
Cc1nnc(SCc2nnc(-c3ccccc3)o2)n(N)c1=O
→ 4	4	/	-0.9	10	93	5	99	11

More entries.
Sequence of screens – GLD-1 RNA inh	Bcl-xL primary	CIT2 TOR yeast	MEX-5 binding	GRK2 aptamer HTS	Yeast superoxide	VLA-4 inh	AGP1-GFP MLPCN	MCL1 BIM primary
Fc1ccc(Br)cc1C1C=C(c2cccnc2)Nc2ncnn21 (centres undefined)
→ 34*	37*	109	-1.2	0	147	-8	89	38
COC(=O)c1cn(CC(=O)Nc2ccccc2C)c2ccccc12
→ 5	9	104	0.9	0	108	21	94	10
COc1ccc(OCC(O)CNC(=O)c2c(-c3ccccc3)noc2C)cc1 (centres undefined)
→ 14	8	104	0.5	0	106	1	102	-1
COc1ccccc1NC(=O)CCC(=O)Nc1cc(OC)c(NC(=O)c2cccs2)cc1OC
→ -2	14	95	-0.9	1	111	4	97	6
CCn1c(N2CCN(C(=S)NCC(C)C)CC2)nc2ccccc21
→ 3	3	96	0.3	4	92	5	94	3
Cn1c(CNC(=O)CNC(=O)c2ccc(C(C)(C)C)cc2)cc(=O)n(C)c1=O
→ -2	8	85	2.0	0	102	1	85	6
CN1C(=O)c2oc3ccccc3c(=O)c2C1c1ccccn1 (centres undefined)
→ -3	1	95	-1.4	0	133	1	105	5
Cc1ccc(CSc2nnc(SCC(=O)N/N=C/c3c(C)nn(-c4ccccc4)c3C)s2)cc1
→ -2	1	95	-2.2	0	89	-9	92	-1
COC(=O)Cc1ccc(NC(=S)NCc2ccc(S(N)(=O)=O)cc2)cc1
→ 4	-2	106	-2.0	0	107	-5	104	8
N#Cc1sc2nc(N3CCCCC3)c3c(c2c1N)CCCC3
→ 3	0	99	0.4	5	100	10	98	13

Brought forward from above: 5 entries, then new ones.
Sequence of screens – GLD-1 RNA inh	Bcl-xL primary	CIT2 TOR yeast	MEX-5 binding	GRK2 aptamer HTS	Yeast superoxide	VLA-4 inh	AGP1-GFP MLPCN	MCL1 BIM primary
Cn1c(CNC(=O)CNC(=O)c2ccc(C(C)(C)C)cc2)cc(=O)n(C)c1=O
→ -2	8	85	2.0	0	102	1	85	6
CN1C(=O)c2oc3ccccc3c(=O)c2C1c1ccccn1 (centres undefined)
→ -3	1	95	-1.4	0	133	1	105	5
Cc1ccc(CSc2nnc(SCC(=O)N/N=C/c3c(C)nn(-c4ccccc4)c3C)s2)cc1
→ -2	1	95	-2.2	0	89	-9	92	-1
COC(=O)Cc1ccc(NC(=S)NCc2ccc(S(N)(=O)=O)cc2)cc1
→ 4	-2	106	-2.0	0	107	-5	104	8
N#Cc1sc2nc(N3CCCCC3)c3c(c2c1N)CCCC3
→ 3	0	99	0.4	5	100	10	98	13
O=C(OCC(=O)c1ccccc1)C1=NN(c2ccccc2)C(=O)CC1
→ -3	/	91	/	4	92	-3	93	/
CCCCCNC(=O)C1CC(=O)OC12CCCCC2 (centres undefined)
→ 3	5	103	-0.2	0	74	0	105	6
CCOC(=O)C(C)C(C)=O (centres undefined)
→ -1	6	81	/	1	125	8	99	4
CCN(C(=O)CSc1nnc(-c2ccc(OC)cc2)n1C(C)C)C1CCS(=O)(=O)C1 (centres undefined)
→ 7	/	101	/	2	106	1	99	/
CCn1ccc(C(=O)Nc2ccc(N(C)C(C)=O)cc2)n1
→ -1	5	104	1.9	0	97	7	105	2
COc1ccc(N(CC(=O)NCc2ccccc2)S(C)(=O)=O)cc1
→ 17	27	105	0.3	1	100	-5	102	37
CNc1nc(N)c(C(=O)C(C)(C)C)s1
→ 6	-1	99	0.8	1	97	8	96	1
Cc1ccc(-c2noc(CN3C(C)CCCC3C)n2)cc1 (centres undefined)
→ -5	9	98	1.4	0	99	2	100	2
COc1ccc([N+](=O)[O-])cc1NC(=O)COC(=O)c1ccccc1C(=O)c1ccccc1
→ 5	0	86	-1.3	0	96	15	96	-2
Cc1ccc(N=C2NC(=O)/C(=C/c3cccnc3)S2)cc1C
→ -3	8	96	-8.0	1	101	24	103	-2

More results follow:
Sequence of screens – GLD-1 RNA inh	Bcl-xL primary	CIT2 TOR yeast	MEX-5 binding	GRK2 aptamer HTS	Yeast superoxide	VLA-4 inh	AGP1-GFP MLPCN	MCL1 BIM primary
CCOc1ccc(CSC(=N)N)cc1
→ 6	9	91	-1.1	1	102	27	99	11
CCC(=O)Nc1nnc(-c2cccs2)s1
→ -3	0	93	1.4	0	89	20	93	0
CCc1cccc(Nc2c([N+](=O)[O-])cc(C(=O)N3CC(=O)Nc4ccccc43)cc2[N+](=O)[O-])c1
→ -2	1	101	0.6	0	97	4	95	0
O=C1CCN(S(=O)(=O)c2cc(C(F)(F)F)ccc2Cl)CC1
→ 7	2	84	/	3	126	18	83	7
CCCN=Cc1c(CCC)[nH]n(-c2nc3ccccc3s2)c1=O
→ -3	5	101	-2.9	0	105	13	103	5
Cn1c(SCC(=O)NC2CCCC2)nnc1-c1ccc(S(=O)(=O)N2CCOCC2)cc1
→ 9	3	109	-1.4	1	95	3	107	8
Cc1ccc(N(CC(O)CN2CCCCC2)S(=O)(=O)c2ccc(C)cc2)cc1 (centres undefined)
→ -1	1	99	2.2	0	99	0	102	4
O=C(NNC(=O)c1cc(-c2ccccc2)n(-c2ccccc2)n1)c1cccc([N+](=O)[O-])c1
→ 0	-2	85	1.1	2	100	28	122	0
COCC(=O)Nc1nc(-c2ccccc2)c(C)s1
→ 4	0	93	-1.4	2	79	12	83	9
CC1=NN(C(=O)c2ccco2)C(O)(c2ccccc2)C1 (centres undefined)
→ 2	-2	96	-1.6	/	101	-1	104	1

Random excerpt: 2 compounds from above
Sequence of screens – GLD-1 RNA inh	Bcl-xL primary	CIT2 TOR yeast	MEX-5 binding	GRK2 aptamer HTS	Yeast superoxide	VLA-4 inh	AGP1-GFP MLPCN	MCL1 BIM primary
CCOC(=O)C(C)C(C)=O (centres undefined)
→ -1	6	81	/	1	125	8	99	4
COc1ccc(C(=O)NC(Cc2c[nH]c3ccccc23)C(=O)O)cc1 (centres undefined)
→ 1	-1	106	0.7	0	97	-1	104	2

Later entries.
Sequence of screens – GLD-1 RNA inh	Bcl-xL primary	CIT2 TOR yeast	MEX-5 binding	GRK2 aptamer HTS	Yeast superoxide	VLA-4 inh	AGP1-GFP MLPCN	MCL1 BIM primary
CCOn1c(=O)c(-c2cccc(Br)c2)[n+]([O-])c2ccccc21
→ /	/	97	-3.0	3	102	5	99	/
Cc1ccc(S(=O)(=O)/N=C2/NC(=O)/C(=C/c3cc([N+](=O)[O-])ccc3O)S2)cc1
→ -15	-8	109	10	1	106	-3	102	-46
CC(=O)Oc1ccc(N(C(C)=O)S(=O)(=O)c2ccc(C)c([N+](=O)[O-])c2)cc1
→ 3	-3	101	0.1	0	105	7	101	5
O=C(CNC(=O)c1ccccc1F)OCCOc1cccc(Cl)c1
→ -3	-9	89	-3.5	3	107	3	109	-27
O=C(NCC1CCCO1)c1cccc(S(=O)(=O)N(Cc2ccccc2)c2ccccc2)c1 (centres undefined)
→ 7	1	99	1.2	3	100	3	99	-4
CCOC(=O)c1c(C)oc(C)c(C(=O)OCC)c1=O
→ -1	2	95	1.3	2	123	15	97	5
Cn1c(NCCN2CCCCC2)cc(=O)n(C)c1=O
→ -6	6	111	0.1	0	112	13	109	-1
COc1ccc(C(NC(=O)C(C)C)c2ccc3cccnc3c2O)cc1 (centres undefined)
→ 8	6	101	-0.1	5	78	-2	103	0
Cc1cc(=O)oc2cc(OCC(=O)Nc3c(Cl)cccc3C(F)(F)F)ccc12
→ 3	0	94	1.0	3	99	9	81	1
COc1ccc(Cn2cc(C(=O)O)c(=O)c3ccccc32)cc1
→ 3	1	103	0.0	0	89	-5	103	-10
O=C(COC(=O)c1cc([N+](=O)[O-])ccc1N1CCOCC1)c1ccc(OC(F)F)cc1OC(F)F
→ 6	8	98	-4.0	5	100	6	105	1
COc1ccc(/C=C/C(=O)C23CC4CC(CC(C4)C2)C3)cc1CN1CCOCC1
→ 4	2	98	-1.3	4	97	4	99	3
Cc1ccc2c(c1)CCCN2C(=O)c1cc2ccccc2oc1=O
→ 2	-5	94	-1.7	0	105	-7	107	-6
